14-3-3 PPI: modulators of human 14-3-3 gamma - Raf peptide interaction; P61981; FP, 14-3-3gamma / TMR-pS259-Raf peptide binding; inhibition, % at 40 µM; 160,000 tested, 0.19% active; AID 422; in the data active = inhibition above about 30%;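 also: 0% = protein plus tracer without compound and 100% = blank with tracer alone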
Target sequence (P61981 whole entry, looked up): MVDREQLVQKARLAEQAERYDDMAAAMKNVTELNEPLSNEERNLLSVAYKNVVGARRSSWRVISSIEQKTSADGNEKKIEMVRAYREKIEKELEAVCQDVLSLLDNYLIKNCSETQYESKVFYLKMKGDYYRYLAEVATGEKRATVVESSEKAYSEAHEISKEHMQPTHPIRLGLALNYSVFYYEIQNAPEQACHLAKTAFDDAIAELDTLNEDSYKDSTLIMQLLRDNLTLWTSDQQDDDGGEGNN
* marks the source's active call; other numbers are inactive results; & = joins results of further samples.

SMILES | 14-3-3 PPI
CC(c1ccncc1)N(CCN(C)C)C(=O)Nc1ccccc1 (stereo unspecified) | -4
O=C(CSc1nnnn1C1CCCCC1)Nc1cccc(NC(=O)c2ccco2)c1 | 3
COc1cc(OC)c(OC)cc1CN(C)CCc1ccccn1 | 6
COc1cccc(C(=O)COC(=O)C(C)N2C(=O)c3ccccc3C2=O)c1 (stereo unspecified) | -5
COc1ccc(N2CCN(c3nc4c(c(=O)n(C)c(=O)n4C)n3CCCc3ccccc3)CC2)cc1 | -7
Cc1noc(C)c1COC(=O)CN(C)S(=O)(=O)c1ccc(Cl)cc1 | -4
N#Cc1ccc(C(=O)Nc2nc3ccc4ccccc4c3s2)cc1 | -49
CC1(C)Cc2c(sc3nc(SCC#N)n(C4CCCCC4)c(=O)c23)CO1 | -8&-15
CCc1cccc(C)c1NC(=O)c1cc(S(=O)(=O)NCc2ccc(OC)cc2)ccc1F | 0
O=C1CC(N2CCN(Cc3ccccc3)CC2)C(=O)N1CCc1ccccc1 (stereo unspecified) | -4

Some values from the results shown:
For 14-3-3 PPI, COc1cc(OC)c(OC)cc1CN(C)CCc1ccccn1 reads 6
For 14-3-3 PPI, Cc1noc(C)c1COC(=O)CN(C)S(=O)(=O)c1ccc(Cl)cc1 reads -4
For 14-3-3 PPI, COc1ccc(N2CCN(c3nc4c(c(=O)n(C)c(=O)n4C)n3CCCc3ccccc3)CC2)cc1 reads -7
For 14-3-3 PPI, O=C1CC(N2CCN(Cc3ccccc3)CC2)C(=O)N1CCc1ccccc1 (stereo unspecified) reads -4

Continued:
SMILES | 14-3-3 PPI
CCN(C(=O)c1c(-c2ccccc2)noc1C)C1CCCCC1 | -8
O=C(CCCCCn1c(=O)[nH]c2ccccc2c1=O)NCc1ccccc1Cl | 0
Cn1c(SCc2c(Cl)cccc2Cl)nnc1-c1cccs1 | -2
CNS(=O)(=O)c1ccc(Oc2ccc(S(=O)(=O)NC)cc2)cc1 | -17
CC(C)(C)NC(=O)Cn1nnc(-c2cccs2)n1 | 6
O=C(O)CCCCCCC1C(=O)NC(=O)N1CCC(O)C1CCCCC1 (stereo unspecified) | -3
O=C1C(=O)N(Cc2cccnc2)C(c2ccccc2[N+](=O)[O-])/C1=C(\O)c1ccc(Cl)cc1 (stereo unspecified) | 5
Cc1c(C(=O)N2CCN(c3ccc([N+](=O)[O-])cc3Cl)CC2)oc2ccccc12 | -3
CCOC(=O)c1cccc(Nc2cc(N3CCN(C(=O)c4ccco4)CC3)c3noc4c3c2C(=O)c2ccccc2-4)c1 | -249
CCCc1nc(SCC(=O)N2CCCc3ccccc32)c2c(=O)n(C)c(=O)n(C)c2n1 | 3

Overlap with the part before: 6 entries; new compounds follow.
SMILES | 14-3-3 PPI
CC(C)(C)NC(=O)Cn1nnc(-c2cccs2)n1 | 6
O=C(O)CCCCCCC1C(=O)NC(=O)N1CCC(O)C1CCCCC1 (stereo unspecified) | -3
O=C1C(=O)N(Cc2cccnc2)C(c2ccccc2[N+](=O)[O-])/C1=C(\O)c1ccc(Cl)cc1 (stereo unspecified) | 5
Cc1c(C(=O)N2CCN(c3ccc([N+](=O)[O-])cc3Cl)CC2)oc2ccccc12 | -3
CCOC(=O)c1cccc(Nc2cc(N3CCN(C(=O)c4ccco4)CC3)c3noc4c3c2C(=O)c2ccccc2-4)c1 | -249
CCCc1nc(SCC(=O)N2CCCc3ccccc32)c2c(=O)n(C)c(=O)n(C)c2n1 | 3
COc1ccc2[nH]c(C)c(CCN3C(=O)C4CC=CCC4C3=O)c2c1 (stereo unspecified) | -4
COc1cc(C(=O)Nc2cc([N+](=O)[O-])ccc2Cl)cc(OC)c1OC | 1
O=C(Nc1ccc(S(=O)(=O)Nc2ccc(F)cc2)cc1)c1ccccc1Br | -3
COc1ccc(C2=NN(C(C)=O)C(c3ccc([N+](=O)[O-])cc3)C2)cc1 (stereo unspecified) | 0
CCOc1ccc(-n2nc3ccc(NC(=O)COc4cc(C)ccc4C(C)C)cc3n2)cc1 | -14
O=C(CC1Sc2ccc(C(F)(F)F)cc2NC1=O)Nc1ccc(O)cc1 (stereo unspecified) | -8
CC(C)COC(=O)c1cccc(NC(=O)c2ccccc2)c1 | -5
O=C(NCCN1CCOCC1)c1ccc2c(c1)N(Cc1cccc(F)c1)C(=O)c1ccccc1S2 | -12
N#CCSc1nc(NCc2ccco2)c2ccccc2n1 | 4
Cn1c(SCC(=O)NCC2CCCO2)nnc1-c1c[nH]c2ccccc12 (stereo unspecified) | -10
C/C(O)=c1/c(=O)nc2cccc3c2=c1c1ccccc1c3=O | 35*
Cc1ccc(C)c(CN2C(=O)C(C(C)C(=O)NC(C)c3ccccc3)Sc3ccccc32)c1 (stereo unspecified) | 6
COc1ccccc1OCC(=O)c1[nH]c(C)c(C(C)=O)c1C | -33
O=C(Nc1nc(-c2ccc3ccccc3c2)cs1)c1cccs1 | -3
Cc1[nH]c2ccc(-c3nnc(SCC(=O)O)n3-c3ccc(Br)cc3)cc2c1C | -18
CC(O)(C#CC(O)(c1ccc(F)cc1)c1ccc(F)cc1)C1CC1 (stereo unspecified) | -5
CCOc1ccccc1C(=O)N(C)Cc1cc2cc(OC)ccc2[nH]c1=O | 0
CC(SCC(=O)Nc1ccc(S(=O)(=O)N2CCCCC2)cc1)C(=O)O (stereo unspecified) | -8
CCN(CC)C(=O)CN(C#N)c1nc(NC(C)C)nc(NC(C)C)n1 | 0
CCCN(CCC)S(=O)(=O)c1ccc2c(c1)N(CC(=O)O)C(=O)CS2 | -4

Reprinted at random: 4 entries already listed.
SMILES | 14-3-3 PPI
CC1(C)Cc2c(sc3nc(SCC#N)n(C4CCCCC4)c(=O)c23)CO1 | -8&-15
O=C(CCCCCn1c(=O)[nH]c2ccccc2c1=O)NCc1ccccc1Cl | 0
Cc1[nH]c2ccc(-c3nnc(SCC(=O)O)n3-c3ccc(Br)cc3)cc2c1C | -18
Cc1c(C(=O)N2CCN(c3ccc([N+](=O)[O-])cc3Cl)CC2)oc2ccccc12 | -3

More results follow.
SMILES | 14-3-3 PPI
CCOc1ccc2nc(N3CCCC(C(=O)NCCCN4CCOCC4)C3)sc2c1 (stereo unspecified) | -1
N#CCCn1cc(C(CC(=O)c2ccc(Br)cc2)C(=O)O)c2ccccc21 (stereo unspecified) | -2
CCCOc1ccc(C=Nc2ccc(C)cc2C)cc1OC | 2
CN1C(C(=O)c2ccccc2)=C(N2CCCCC2)c2ccccc2S1(=O)=O | -2
Cc1ccc(-n2c(SCC(=O)N3CCCCCC3)nc3c(c2=O)SCC3)cc1 | -6
CCCCn1c(SCC(=O)c2ccc(Cl)cc2)nc2ccsc2c1=O | -2
Cc1ccc(S(=O)(=O)Nc2cc(-c3nn(C)c(=O)c4ccccc34)ccc2N2CCCCC2)cc1 | 1
Cc1ccccc1C(=O)Nc1ccc2nc(SCC(=O)Nc3ccc(Br)cc3)sc2c1 | -23
CC(Nc1cc(N2CCN(C)CC2)ccc1[N+](=O)[O-])C12CC3CC(CC(C3)C1)C2 (stereo unspecified) | 8
Cc1cccc(Cc2cnc(NC(=O)COc3cccc(Cl)c3)s2)c1 | -5
COc1ccccc1NC(=O)c1cc2c(n(-c3ccc(C)cc3)c1=O)CC(C)(C)CC2=O | -12
CC(C)[C@H](NC(=O)NCCc1ccc(Cl)cc1)C(=O)O | -3
c1ccc2c(c1)oc1c(N3CCOCC3)ncnc12 | -6
COc1ccc(N2CCN(C(=O)C(OC(C)=O)c3ccccc3)CC2)cc1 (stereo unspecified) | 1&-1
O=C(NCc1cccnc1)c1c[nH]c2ccc(S(=O)(=O)Nc3cccc(C(F)(F)F)c3)cc2c1=O | -5
C=CCn1c(SCCCC)nc2sc3c(c2c1=O)CC(C)(C)OC3 | 11
CCCSc1nnc2c(n1)OC(c1ccc(Br)o1)Nc1ccccc1-2 (stereo unspecified) | -29
Cc1cc(C)cc(CC(CC(=O)O)C(=O)Nc2ccccc2I)c1 (stereo unspecified) | -6
Oc1ccc(Cn2c(-c3ccc(O)cc3)nc3ccccc32)cc1 | 2
O=C1Nc2ccccc2C12OCCS2 (stereo unspecified) | -1
CSCCC(CO)NC(=O)OCc1ccccc1 (stereo unspecified) | 0
Cc1[nH]c2ccccc2c1CCNC(=O)c1ccc2c(c1[N+](=O)[O-])C(=O)c1ccccc1C2=O | 1
Cc1cc(NC(=O)Cc2ccccc2)nc2c1c(=O)oc1ccccc12 | -31
COC(=O)c1sc(=S)sc1C(=O)OC | -6
COc1cccc(CNc2sc3c(c2C(=O)Nc2ccc(OC)cc2OC)CCCC3)c1 | -23
COc1cccc(-c2nnc(NC(=O)c3cccc(F)c3)o2)c1 | -10
COc1ccc(C2C(C(=O)N3CCOCC3)=C(C)Nc3nc4ccccc4n32)c(OC)c1OC (stereo unspecified) | 0
Cc1ccc(OCCn2c(=S)[nH]c3c(N)ncnc32)cc1 | -9
CCOc1cccc(NC(=O)C2CC(=O)N(C)C2)c1 (stereo unspecified) | -1
Cc1ccc(S(=O)(=O)CCC(=O)OCC(=O)N2CC(=O)Nc3ccccc32)cc1 | -4
C=CCNc1nc2c(c(=O)[nH]c(=O)n2C)n1Cc1cccc(C)c1 | 0&-6
COc1ccccc1CNC(=O)CCC1Nc2c3ccccc3nc(=S)n2C1=O (stereo unspecified) | -5
Cc1nc(N2CCC(C)CC2)c2c(C)c(C(=O)N3CCC(C)CC3)sc2n1 | 3
CCOc1ccc2nc(SCCN3CCCCC3)[nH]c2c1 | 0
Cc1ccnc(NC(=O)C2CC(=O)N(c3ccc(F)cc3)C2)c1 (stereo unspecified) | -5
O=C(NCc1ccc2c(c1)OCO2)c1ccccn1 | 6
CCOc1ccc(OCC)c(NC(=O)C2CCCN(c3nc(C)cc(C)n3)C2)c1 (stereo unspecified) | -12
Cc1cc(=O)oc2c1c(C)nn2-c1nn[nH]n1 | -4
Cc1ccc(NS(=O)(=O)c2ccc(OCC(=O)NCc3ccco3)cc2)cc1 | -6
Cc1ccc(NC(=O)Cn2c(=O)n(Cc3ccccc3)c(=O)c3c(C)c(C)sc32)c(Cl)c1 | -12
CCCCCOc1ccc(-c2ccc(C#N)cc2)cc1[N+](=O)[O-] | 5
CCCCNC(=O)C1CCCN(S(=O)(=O)c2ccc(-n3cnnn3)cc2)C1 (stereo unspecified) | 1
Cc1[nH]c2ccccc2c1C1(O)C(=O)N(C)c2ccc(Br)cc21 (stereo unspecified) | -13
O=S(=O)(c1ccc(F)cc1)N(c1cccnc1)S(=O)(=O)c1ccc(F)cc1 | -7
O=C(NC1CCCCCCC1)C1CCN(S(=O)(=O)N2CCCCC2)CC1 | -4
COc1ccc(OC)c(NC(=O)C2CCCCC2C(=O)O)c1 (stereo unspecified) | -4&-3
CN(c1ccc(C(=O)O)cc1)S(=O)(=O)c1ccc(Cl)cc1 | 4
O=C(CN1C(=O)c2ccccc2S1(=O)=O)Nc1ccccc1Cl | -3
COc1ccc(CN(CC(=O)NCc2ccco2)C(=O)CCC(=O)Nc2nccs2)cc1 | -6
COc1ccc(Nc2ccc(N3C(=O)C4C5C=CC(C5)C4C3=O)cc2[N+](=O)[O-])cc1Cl (stereo unspecified) | -8

Next part
SMILES | 14-3-3 PPI
CCOc1ccc(OCC)c2sc(C)nc12 | -5
COC(=O)c1ccc(NC(=O)CC2C(=O)N(C)C(=S)N2Cc2ccc(Cl)cc2)cc1 (stereo unspecified) | 0
Cc1noc(C)c1CSc1nc2ccccc2c(=O)n1-c1ccc(F)cc1F | -6
COc1ccc(Nc2cc(C)nc3c(C)cc(C)c([N+](=O)[O-])c23)cc1 | -1
CCN(CC)CC(=O)Nc1ccc(S(N)(=O)=O)cc1 | 1
CC1=C(C(=O)Nc2cccc(C)c2C)C(c2cccc(Cl)c2)NC(=O)N1 (stereo unspecified) | -3
Cc1ccccc1S(=O)(=O)N=C(N)c1ccccc1 | -7
CCSc1nc2c(c(=O)[nH]1)C(c1cccc(OC)c1)C1=C(CCCC1=O)N2 (stereo unspecified) | -5
CCN(CC)C(=O)c1c[nH]c2ccc(S(=O)(=O)Nc3ccccc3F)cc2c1=O | -3
O=C(Cn1cnc2c(oc3ccccc32)c1=O)c1ccccc1 | -3
CCSc1nnc(NC(=O)CSc2nnc(C)s2)s1 | -10
Cc1c(C)n(C(=O)CSc2nnc3sc4ccccc4n23)c2ccccc12 | 3
O=C(Nc1ccc2oc(-c3cccc(I)c3)nc2c1)c1ccc([N+](=O)[O-])o1 | -11
CC1C=CCC2C(=O)N(c3ccccc3O)C(=O)C12 (stereo unspecified) | -3
CCN1C(=O)CSc2ccc(C(=O)NCc3ccc(OC)cc3)cc21 | -12
CC(=O)NCC(=O)OC(C)C(=O)Nc1ccc(C(C)=O)cc1 (stereo unspecified) | 1
CC1=NN(C(=O)c2sc3cc(F)ccc3c2Cl)C(O)(C(F)F)C1 (stereo unspecified) | 1
CCC(=O)N1CCc2cc(Br)cc(S(=O)(=O)CCC(=O)Nc3ccc(C(C)=O)cc3)c21 | -17
Cc1ccc(-c2csc(NC(=O)c3ccc(S(=O)(=O)N4CCCCC4)cc3)n2)cc1C | 8
O=C1OCc2cc(NS(=O)(=O)c3cccs3)ccc21 | -3
Cc1ccnn1-c1nc(-c2ccco2)cc(C(F)(F)F)n1 | 1
CC(O)c1cccc(NC(=O)CCC(=O)O)c1 (stereo unspecified) | 2
O=C(CC1(O)C(=O)N(Cc2cccc3ccccc23)c2ccccc21)c1ccccc1 (stereo unspecified) | -11
CCN1CCCC1CNC(=O)Cn1cnc2sc(C)c(S(=O)(=O)N3CCC(C)CC3)c2c1=O (stereo unspecified) | -9
COc1ccc2nc(N3CCCC(C(=O)N4CCN(c5ccccn5)CC4)C3)sc2c1 (stereo unspecified) | -11
Cn1c(=O)cc(SCC(=O)NCC2COc3ccccc3O2)c2ccccc21 (stereo unspecified) | -2
O=c1[nH]c(Sc2cc(Cl)c3nsnc3c2[N+](=O)[O-])nc2ccccc12 | -3
O=C(Nc1ccc(Br)cc1)c1ccc(F)c(S(=O)(=O)N2CCN(c3ccccn3)CC2)c1 | -1
Cn1cc(S(=O)(=O)CC(=O)Nc2ccccc2C(F)(F)F)c2ccccc21 | -5
c1ccc(Nc2nc(N3CCOCC3)nc(N3CCOCC3)n2)cc1 | -16
O=C(NCCOc1ccccc1)c1ccc(Oc2ccc(C(F)(F)F)cc2[N+](=O)[O-])cc1 | -9

Source: PubChem BioAssay (Emory University Molecular Libraries Screening Center)

Only part of the results is shown (hit frequency here may not be typical).
